# TRb SRC2 PPI: TRbeta-SRC2 interaction inhibition; TRbeta-SRC2 peptide binding, fluorescence polarization; receptor liganded with 1 µM T3; 280,000 compounds, 0.065% hits; AID 1469; Potency, µM (top dose mostly 106 µM), for the others: at the top dose activity change, negative = inhibition, most hits filed as inhibitors;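 also: potency is read from the fitted curve at half-maximal effect; plate controls were bound peptide for no effect and peptide without receptor for full effect; nearly all actives have a fitted effect of over 50% in size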
#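 Decrease in fluorescence polarization of 20 nM Texas Red SRC2 coactivator peptide flagged inhibition of its binding to 0.6 uM TRb LBD; 1 uM T3 included, incubation 5 hr, ex 555/em 632 nm.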
# Tau fibril FP: tau fibrillization inhibition (FP); P10636; K18 P301L tau heparin fibrillization, Alexa594 FP, 6 h; Potency, µM (series often up to 57.7 µM), without a hit: at the highest dose activity, negative = inhibition, hits mostly inhibitors; 280,000 compounds, 0.39% hits; AID 1468; also: potency is read from the fitted curve at half-maximal effect; % is scaled to controls: 0 for no effect and ±100 for the full control effect; nearly all actives have a fitted effect of over 55% in size
#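 Recombinant K18 P301L […], labeled with Alexa 594 at 0.24 uM over 15 uM unlabeled; heparin inducer 20 uM final; 37 C, 6 hr; FP endpoint.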
# Tau fluor cs: counter-screen for tau fibril formation inhibitors; Potency, µM (titrated, usually from 57.7 µM), for the others: at the top dose activity change, negative = decrease; tau K18 P301L Alexa594 fluorescence, heparin fibrillization; 280,000 compounds, 0.93% hits; also: potency is read from the fitted curve at half-maximal effect; % is scaled to controls: 0 for no effect and ±100 for the full control effect; nearly all actives have a fitted effect of over 55% in size
#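 Human tau K18 P301L (15 uM unlabeled, 0.24 uM Alexa 594-labeled) in 100 mM sodium acetate pH 7 with 20 uM heparin, 6 hr at 37 C. ThT 30 uM added, 1 hr ambient; Alexa 594 FP and total fluorescence read at 555/632 nm.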
# Epigenetic reg: derepresses silenced GFP reporter in murine cells; murine LDR cells, GFP reporter derepression, 30 h; Potency, µM (highest dose often 53.9 µM), without a hit: at the top dose GFP activation, most hits filed as activators; 280,000 compounds, 0.2% hits; AID 1865; also: potency is read from the fitted curve at half-maximal effect; % of control where 0% means no effect; nearly all actives have a fitted effect of over 60% in size
#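 Murine LDR cells carrying a silenced, genomically integrated CMV-driven GFP reporter were exposed to compound for 30 hours at 37 C. After PBS washes, GFP-positive cells (20–120 um objects) were counted by laser-scanning microplate cytometry.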
# GLA spleen mod: inhibits or activates alpha-galactosidase in human spleen homogenate; human spleen homogenate, 4MU-alpha-Gal fluorescence, 40 min; 240,000 compounds, 0.008% hits; P06280; Potency, µM (doses to about 80 µM), for the others: at the highest dose activity change, negative = inhibition, usual class: inhibitors;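 also: potency is read from the fitted curve at half-maximal effect; 0% = enzyme with vehicle and -100% = no enzyme basal signal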
# Target sequence (P06280 32-429 limits assumed): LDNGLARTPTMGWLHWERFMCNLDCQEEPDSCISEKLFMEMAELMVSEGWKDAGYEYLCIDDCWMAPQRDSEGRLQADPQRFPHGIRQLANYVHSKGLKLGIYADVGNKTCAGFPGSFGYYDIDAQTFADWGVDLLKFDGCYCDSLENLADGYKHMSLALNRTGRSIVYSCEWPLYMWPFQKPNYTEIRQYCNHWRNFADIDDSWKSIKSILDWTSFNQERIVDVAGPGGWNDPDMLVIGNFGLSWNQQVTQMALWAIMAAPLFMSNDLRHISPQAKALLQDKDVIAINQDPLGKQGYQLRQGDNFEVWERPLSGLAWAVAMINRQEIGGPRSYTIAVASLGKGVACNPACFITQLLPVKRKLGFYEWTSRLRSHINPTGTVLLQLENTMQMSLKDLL
#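 Inhibition or activation of alpha-galactosidase in human spleen homogenate is scored by 4-MU fluorescence after 40 min at 37C, pH 5.0, with 1 mM substrate. AC50s come from concentration-response fitted to the Hill equation.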
# TexasRed fluor: Texas Red fluorescence interference in TRb-SRC2 counter-screen; TRb/SRC2 Texas Red total fluorescence interference; Potency, µM (series often up to 106 µM), inactives show at the highest dose fluorescence change, negative = quenching; 280,000 compounds, 0.29% hits; AID 1479; active = well fitted curve in either direction with a large enough effect; inconclusive = small, poorly fitted or top-dose-only effect; also: potency is read from the fitted curve at half-maximal effect; % is scaled to controls: 0 for no effect and ±100 for the full control effect
#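 Human TRb ligand-binding domain at 0.6 uM with 20 nM Texas Red SRC2 peptide in Tris buffer containing 1 uM T3 and 5% DMSO, incubated with compound 5 h at ambient temperature. Total fluorescence (555/632 nm) calculated as parallel + 2 × perpendicular.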
# CBFb RUNX1 block: inhibitors of human CBF-beta and RUNX1 interaction | AlphaScreen CBFb-His/RUNX1-biotin binding, biochemical | Potency, µM (highest dose often 59.8 µM), for inactives: at the highest dose activity, negative = inhibition, most hits filed as inhibitors | 230,000 tested, under 10 active; also: % of control where 0% means no effect
# Target sequence (Q01196 whole entry, looked up): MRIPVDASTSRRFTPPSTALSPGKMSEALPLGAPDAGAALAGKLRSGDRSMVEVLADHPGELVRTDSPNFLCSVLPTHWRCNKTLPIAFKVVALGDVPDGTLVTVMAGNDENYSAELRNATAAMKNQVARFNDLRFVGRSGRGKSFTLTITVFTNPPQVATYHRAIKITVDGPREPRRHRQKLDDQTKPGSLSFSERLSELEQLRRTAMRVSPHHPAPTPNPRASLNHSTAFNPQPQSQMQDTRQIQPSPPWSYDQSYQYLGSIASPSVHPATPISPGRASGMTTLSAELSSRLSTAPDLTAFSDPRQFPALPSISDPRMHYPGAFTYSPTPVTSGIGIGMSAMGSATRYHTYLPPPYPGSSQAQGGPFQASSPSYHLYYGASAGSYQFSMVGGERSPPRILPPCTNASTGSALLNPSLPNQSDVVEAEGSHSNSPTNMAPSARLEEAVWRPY
# Target sequence (Q13951 whole entry, looked up): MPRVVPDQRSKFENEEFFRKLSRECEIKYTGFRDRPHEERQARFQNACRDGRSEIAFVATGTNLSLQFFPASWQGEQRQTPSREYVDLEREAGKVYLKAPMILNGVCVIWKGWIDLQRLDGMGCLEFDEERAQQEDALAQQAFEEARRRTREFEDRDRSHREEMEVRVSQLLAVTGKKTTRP
#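 His-tagged CBF-beta and biotinylated RUNX1 (30 nM each) were premixed 20 min at room temperature, exposed to compound for 15 min, then given nickel-chelate and streptavidin AlphaScreen beads (50 ng each). After 90 min, AlphaScreen signal was read.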
# NPSR antagonist: blocks cAMP signaling of the human neuropeptide S receptor | AID 1461 | Potency, µM (top dose mostly 38.3 µM), inactives show at the highest dose activity change, negative = inhibition, actives largely listed as inhibitors | Q6W5P4 | CHO-NPSR cells, cAMP TR-FRET, antagonist mode | 220,000 compounds, 1% hits; also: potency is read from the fitted curve at half-maximal effect; % is scaled to controls: 0 for no effect and ±100 for the full control effect; nearly all actives have a fitted effect of over 50% in size; many of its hits are not listed in these tables
# Numbers without * were called inactive; ? = inconclusive; nt = not tested or not shown; [ ] = another dose, or the depositor's remark. Unless noted, calls follow the shape of the dose curve; as a rule, active = well fitted curve in the direction sought with a large enough effect; inconclusive = small, poorly fitted or top-dose-only effect, or another doubt; inactive = no such curve, though single readings can be large; an effect the other way counts as inactive or inconclusive. This is a subset; the hit share may differ from the screen's.
# The line under a structure holds: TRb SRC2 PPI | Tau fibril FP | Tau fluor cs | Epigenetic reg | GLA spleen mod | TexasRed fluor | CBFb RUNX1 block | NPSR antagonist
- O=C(CCC(=O)Nc1nnc(C2CCCCC2)s1)NCc1cccs1
    2% | -3% | -2% | -1.7% | 2% | 2% | -1% | 5%[46.1 µM]
- O=C(Cn1cncn1)N/N=C/c1ccccc1O
    -3% | -1% | 4% | 1.8% | 15% | -1% | -27% | 2%
- O=C(c1ccc(F)cc1)c1c[nH]c(C(=O)NCc2ccco2)c1
    -1% | 1% | 3% | -0.9% | 0% | 0% | -5% | -7%[46.1 µM]
- Cn1cc(/C(Cc2ccccc2)=N\O)c2ccccc21
    -9% | 11% | -18% | 1.5% | 4% | -4% | 0% | -20%[46.1 µM]
- N#Cc1cc2cc3c(cc2nc1NCCNC(=S)NCCCN1CCOCC1)OCO3
    6% | 0% | 5% | 5.1% | -3% | 0% | 3% | 3%
- COC(=O)c1sc(NC(=O)c2ccoc2C)nc1C
    8% | -3% | -6% | -1.0% | 5% | -2% | -12% | 0%[46.1 µM]
- Cc1ccc(CS(=O)(=O)CCC(=O)NCCN2CCCC2)cc1
    -9% | -6% | 0% | -1.1% | 0% | 1% | -1% | -2%[46.1 µM]
- O=C1N/C(=N\c2ccccn2)SC1Cc1ccccc1Cl (stereo not given)
    5% | -8% | -13% | 1.1% | -9% | 4% | 8% | 34%
- O=C(COc1ccc2ccc(=O)oc2c1)N1CCN(c2ccccc2)CC1
    -1% | -7% | -14% | -1.6% | 16% | 2% | -11% | -4%
- Cn1ncc2c(c(SCc3ccc(Cl)cc3Cl)nn2C)c1=O
    3% | -11% | -14% | 0.1% | 3% | -3% | -5% | 8%
- CCN1CCN(c2ncnc3c2oc2nc(C(C)C)c4c(c23)CCC4)CC1
    -3% | 1% | -4% | 1.9% | -10% | 0% | -1% | -9%[46.1 µM]
- CSc1nc(-c2ccco2)nn1C(=O)c1cccs1
    9% | 13% | -1% | -2.1% | 4% | 0% | 0% | -3%[46.1 µM]
- CCOC(=O)C1CCN(c2nc3ccccc3nc2C(C#N)C(=O)OC(C)COC)CC1 (stereo not given)
    -15% | 9% | -9% | -1.1% | -8% | 0% | 6% | -27%[46.1 µM]
- CNC(=O)COC(=O)/C=C/c1nc2ccccc2s1
    8% | 2% | -11% | 1.1% | 8% | 1% | -3% | -13%
- CCCCN(C)CCNC(=O)Cn1ncc2c(=O)oc3ccc(C)cc3c21
    -1% | -7% | -8% | -5.6% | -11% | 1% | -4% | -2%[46.1 µM]

# 6 entries out of the list, ordered by heavy-atom count, highest first.
# The line under a structure holds: TRb SRC2 PPI | Tau fibril FP | Tau fluor cs | Epigenetic reg | GLA spleen mod | TexasRed fluor | CBFb RUNX1 block | NPSR antagonist
- CCCCN(C)CCNC(=O)Cn1ncc2c(=O)oc3ccc(C)cc3c21
    -1% | -7% | -8% | -5.6% | -11% | 1% | -4% | -2%[46.1 µM]
- O=C(CCC(=O)Nc1nnc(C2CCCCC2)s1)NCc1cccs1
    2% | -3% | -2% | -1.7% | 2% | 2% | -1% | 5%[46.1 µM]
- Cc1ccc(CS(=O)(=O)CCC(=O)NCCN2CCCC2)cc1
    -9% | -6% | 0% | -1.1% | 0% | 1% | -1% | -2%[46.1 µM]
- O=C1N/C(=N\c2ccccn2)SC1Cc1ccccc1Cl (stereo not given)
    5% | -8% | -13% | 1.1% | -9% | 4% | 8% | 34%
- Cn1cc(/C(Cc2ccccc2)=N\O)c2ccccc21
    -9% | 11% | -18% | 1.5% | 4% | -4% | 0% | -20%[46.1 µM]
- CSc1nc(-c2ccco2)nn1C(=O)c1cccs1
    9% | 13% | -1% | -2.1% | 4% | 0% | 0% | -3%[46.1 µM]

# Next section.
# The line under a structure holds: TRb SRC2 PPI | Tau fibril FP | Tau fluor cs | Epigenetic reg | GLA spleen mod | TexasRed fluor | CBFb RUNX1 block | NPSR antagonist
- CCCOc1ccc(-c2nnn(CC(=O)N3CCC(C)CC3)n2)cc1
    -3% | -2% | -17% | 0.1% | 6% | -6% | 5% | -15%[46.1 µM]
- CCOC(=O)N1CCc2c(sc(NCc3cccc(F)c3)c2C(=O)Nc2ccc(OCC)cc2)C1
    1% | -9% | ? | 0.8% | nt | -14% | nt | nt
- Cn1cc([N+](=O)[O-])c(C(=O)Nc2ccc3c(c2)OCCO3)n1
    11% | 3% | 2% | -2.9% | -9% | 2% | -1% | -5%[46.1 µM]
- CC(C)Sc1nnc(CNC(=O)C23CC4CC(CC(C4)C2)C3)n1C1CCCCC1
    13% | -6% | 0% | -1.0% | -1% | 1% | 5% | -34%
- Cc1cc(C)n(CC(=O)c2cccc(N)c2)n1
    -5% | 4% | -3% | 1.2% | 9% | 2% | 1% | 17%
- O=C(Cn1c(SCc2cccc(F)c2)nc2ccncc21)Nc1ccc(Cl)cc1F
    7% | -7% | -23% | -2.3% | nt | -1% | nt | nt
- CCN1C(=O)C(CC(=O)Nc2ccc(OC)cc2)N(Cc2ccco2)C1=S (stereo not given)
    -7% | -1% | 3% | -2.6% | -14% | 1% | ? | -1%
- Cc1ccc(C)c(/C=N/Nc2ccccn2)c1
    -4% | 8% | -16% | 1.3% | 5% | -6% | -2% | 14%
- CCOC(=O)c1c(NC(=O)c2ccc(C)cc2)sc2c1CC(C)(C)OC2
    0% | 6% | -11% | -0.8% | -2% | 0% | 15% | ?
- CCc1cccc(C)c1Nc1c(-c2ccsc2)nc2ncccn12
    -4% | 0% | -29% | 0.4% | nt | 0% | nt | nt
- COc1ccc(N(C(C)=O)S(=O)(=O)c2cc(OC)ccc2OC)cc1
    1% | 0% | -4% | -1.7% | -1% | 4% | 10% | -2%[46.1 µM]
- Cc1cc2nccc(-c3cccnc3)n2n1
    2% | -4% | 2% | -0.4% | 3% | 0% | -3% | 16%
- COc1ccc(-c2[nH]ncc2CN2CCSCC2)c(OC)c1
    7% | 7% | -4% | 0.0% | 10% | -1% | 0% | -9%
- O=c1c2nnn(-c3cccc(F)c3)c2ncn1Cc1ccccn1
    -6% | 5% | 2% | -2.2% | 10% | -3% | 1% | 13%
- O=Cc1cn(CC(O)CN2CCCCC2)c2ccccc12 (stereo not given)
    -1% | 8% | 1% | 0.0% | -1% | 1% | 3% | -16%

# (further entries)
mol | TRb SRC2 PPI | Tau fibril FP | Tau fluor cs | Epigenetic reg | GLA spleen mod | TexasRed fluor | CBFb RUNX1 block | NPSR antagonist
COCc1nnc(NC(=O)C(C)C)s1 | 0% | 2% | 3% | 0.0% | -1% | 1% | 13% | -1%[46.1 µM]
CCC(C)(C)n1nnnc1C(c1ccccn1)N1CCOCC1 (stereo not given) | -2% | -5% | 1% | 0.0% | 1% | -3% | 0% | -6%[46.1 µM]
Cc1ccc(C(=O)N2CCN(S(=O)(=O)c3ccccc3[N+](=O)[O-])C2)cc1 | 9% | 1% | -13% | -2.8% | 10% | 2% | 1% | 3%
CC(c1ccon1)N(C)Cc1cn(C)nc1-c1cccc(Cl)c1 (stereo not given) | -3% | -10% | -6% | -0.2% | -1% | -8% | -5% | 18%
COc1ccc2sc(N(CCN(C)C)C(=O)/C=C/c3cccs3)nc2c1 | 2% | ? | -28% | 0.8% | -4% | -1% | -1% | -51%
CCOC(=O)C(=CNNc1ccccc1)C(=O)OCC | 2% | -14% | ? | 0.2% | 4% | 1% | 3% | -10%
S=c1[nH]nc(Cc2noc3ccccc23)n1-c1ccc(Cl)cc1 | -6% | -3% | -12% | -0.6% | -2% | -4% | -9% | 27%
COCCn1c(C)cc(O)c(C(c2ccccc2Cl)N2CCCCC2)c1=O (stereo not given) | 1% | 0% | -9% | 2.1% | nt | 0% | nt | nt
O=S(=O)(NCCc1cn2ccccc2n1)c1ccc2c(c1)OCCO2 | -4% | 4% | 3% | 2.6% | -2% | -5% | 12% | 4%[46.1 µM]
C=CCOc1ccc2cccc(/C=N/NC(=O)c3cc4cc([N+](=O)[O-])ccc4s3)c2c1 | -5% | 15% | -26% | ? | 0% | 2% | 6% | -12%[46.1 µM]
COC(=O)c1ccccc1NC(=S)NC(C)=O | -7% | 4% | 11% | 1.3% | -5% | 0% | 0% | 16%
CCCCNC(=S)NNC(=O)c1csc(C)c1 | -9% | 5% | 1% | 0.0% | 3% | 1% | 4% | 6%
Cc1ccc(S(=O)(=O)NC(C)C(=O)Nc2ccccc2C(=O)N2CCCC2)cc1 (stereo not given) | 3% | 5% | -3% | -7.9% | 2% | 0% | 1% | 15%[46.1 µM]
Cc1ccc(CNC(=O)/C=C/c2ccccc2Cl)cc1 | -2% | -16% | -20% | 0.2% | 0% | -2% | -1% | -15%[46.1 µM]
Cc1nn(C)cc1CNCc1ccc(OCC(O)CN(C)Cc2ccccc2)cc1 (stereo not given) | 5%[53 µM] | -6% | 5% | 3.8% | -3% | 0%[53 µM] | 6% | -10%
O=C1NC2=C(C(=O)CCC2)C(c2ccc3ncccc3c2)N1 (stereo not given) | -16% | 1% | 1% | 0.0% | 8% | -1% | 5% | 3%[46.1 µM]
CCC(NS(=O)(=O)c1ccc(OC)cc1)C(=O)NCCC1=CCCCC1 (stereo not given) | 2% | 0% | -10% | 0.0% | -13% | 1% | 2% | -5%[46.1 µM]
Cc1ccc(OCc2ccc(C(=O)NCc3cccnc3)cc2)cc1C | -8% | 6% | -14% | -0.6%[10.1 µM] | -8% | -1% | 3% | 6%
O=C(NCc1ccco1)c1cc(S(=O)(=O)N2CCCc3ccccc32)ccc1Cl | -8% | 0% | -20% | 2.6% | -1% | -1% | -2% | -22%[46.1 µM]
CC1=NNC(=O)C1CCC(=O)N/N=C/c1ccco1 (stereo not given) | 0% | 3% | -4% | 0.0% | 9% | -4% | 7% | 9%
Cc1ccc(OC(C)C(=O)N2CCCc3ccccc32)cc1 (stereo not given) | -3% | 6% | -12% | 0.0% | -10% | 1% | 5% | -7%[46.1 µM]
